# Source: PubChem BioAssay (several laboratories)
# PP1 counter = PP1-alpha (human) inhibition in PP5 counter-screen; P62136; purified PP1alpha, OMFP fluorescence; inhibition, % at 6.7 µM; 320,000 tested, 0.9% active;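 active = inhibition above the mean inhibition of all tested compounds plus 3 SD, computed separately for each screening campaign, cut at about 15% in these data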
# Target sequence (P62136 whole entry, looked up): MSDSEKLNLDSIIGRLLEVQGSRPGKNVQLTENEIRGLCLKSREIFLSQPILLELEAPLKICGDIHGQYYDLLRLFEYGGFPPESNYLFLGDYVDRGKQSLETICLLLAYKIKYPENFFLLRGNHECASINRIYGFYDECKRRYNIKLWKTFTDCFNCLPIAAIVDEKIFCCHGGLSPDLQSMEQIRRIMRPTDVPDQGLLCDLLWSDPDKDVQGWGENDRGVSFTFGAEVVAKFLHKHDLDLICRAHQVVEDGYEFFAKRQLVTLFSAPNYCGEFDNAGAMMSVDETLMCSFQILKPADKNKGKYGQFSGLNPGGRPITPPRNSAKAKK
# PP5 inh = PP5 (human) phosphatase inhibition; P53041; purified PP5c, OMFP substrate fluorescence; inhibition, % at 6.7 µM; 320,000 tested, 0.18% active;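 active = inhibition above the campaign's mean inhibition across all tested compounds plus 3 SD, cut at about 9.5% in these data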;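 note: 0% = DMSO only and 100% = 100 µM cantharidin control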
# ZTA DNA inh = counter-screen for EBNA-1 inhibitors: inhibitors of Epstein-Barr virus ZTA | P03206 | 320,000 tested, 0.15% active | inhibition, % at 11 µM | ZTA-DNA binding, fluorescence polarization; in the data active = inhibition above about 33%
# Target sequence (P03206 whole entry, looked up): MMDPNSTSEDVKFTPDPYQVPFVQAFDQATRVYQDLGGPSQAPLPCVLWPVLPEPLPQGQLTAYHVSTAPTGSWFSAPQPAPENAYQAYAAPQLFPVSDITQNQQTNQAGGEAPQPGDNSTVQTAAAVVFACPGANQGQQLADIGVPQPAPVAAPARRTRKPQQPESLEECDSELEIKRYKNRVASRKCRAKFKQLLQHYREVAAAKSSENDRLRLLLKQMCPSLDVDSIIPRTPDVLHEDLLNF
# HCV core dimer = blocks dimerization of HCV core protein; inhibition, % at 5 µM; 300,000 tested, 0.33% active; TR-FRET GST/Flag-core106 dimerization, 1536-well;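 active = inhibition above the mean of all tested compounds plus 3 SD, set per screening campaign, cut at about 45% in these data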
#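 test system = GST/Flag-tagged HCV core106 proteins | probe or stimulus = Eu donor and XL665 acceptor anti-tag antibodies | times = compound-protein-antibody incubation 4 h at 22.5 °C | signal = TR-FRET, excitation 340 nm, emission 617 and 671 nm | measure = percent inhibition of core106 dimerization signal | controls = wells lacking GST-core106 and wells with excess unlabelled core106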
# EBNA-1 inh = blocks EBNA-1 binding to DNA; EBNA-1 DNA binding, fluorescence polarization; inhibition, % at 14.8 µM; 300,000 tested, 0.34% active; AID 1950; in the data active = inhibition above about 28%
# Fh CTSL1 inh = counter-screen for PFM18AAP inhibitors: inhibitors of F. hepatica cathepsin L1; recombinant F. hepatica cathepsin L1, Z-Leu-Arg-MCA fluorescence; inhibition, % at 5.96 µM; 300,000 tested, 0.49% active;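 active = inhibition above the mean of all tested compounds plus 3 SD, set per screening campaign, cut at about 17% in these data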;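 note: 0% = plate median of test compound wells and 100% = 1 µM Z-Phe-Ala-diazomethylketone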
# TPT1 inh = inhibitors of Candida albicans tRNA 2'-phosphotransferase TPT1 | AID 1962 | 300,000 tested, 0.81% active | inhibition, % at 5 µM | recombinant caTPT1, FP RNA substrate dephosphorylation;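 active = inhibition above the mean of all tested compounds plus 3 SD, set per screening campaign, cut at about 24% in these data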;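 note: plate controls were DMSO alone for no effect and ferristatin control at 100 nM for full effect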
# Yeast superoxide = yeast age-related superoxide inhibition as caloric restriction mimetic. superoxide response (% of plate mean), % at 10 µM. AID 2690. 330,000 tested, 0.18% active. S. cerevisiae aged cells, superoxide DHE fluorescence; stronger effect = lower value;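 active = superoxide response under a set limit, about three screen SD below normal, cut at about 65% in these data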;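 note: yeast aged for seven days with compound at 30 °C before DHE staining; 100% = average MFI of all compound-treated wells on the plate with controls excluded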
# JMJD2C inh = human JMJD2C demethylase inhibition | Q9H3R0 | GST-JMJD2C(1-420) H3K9me3 demethylation, DELFIA europium | inhibition, % at 2.35 µM | 330,000 tested, 0.069% active | AID 2099;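 active = more than half of a compound's replicate wells show inhibition beyond 50%, single wells judged on their own value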;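 note: signal counts dimethyl H3K9 product captured on neutravidin plate; 0% = median of DMSO wells and 100% = 0.3 times that DMSO median; strong numbers were not always called active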
# Target sequence (Q9H3R0 1-420 limits assumed): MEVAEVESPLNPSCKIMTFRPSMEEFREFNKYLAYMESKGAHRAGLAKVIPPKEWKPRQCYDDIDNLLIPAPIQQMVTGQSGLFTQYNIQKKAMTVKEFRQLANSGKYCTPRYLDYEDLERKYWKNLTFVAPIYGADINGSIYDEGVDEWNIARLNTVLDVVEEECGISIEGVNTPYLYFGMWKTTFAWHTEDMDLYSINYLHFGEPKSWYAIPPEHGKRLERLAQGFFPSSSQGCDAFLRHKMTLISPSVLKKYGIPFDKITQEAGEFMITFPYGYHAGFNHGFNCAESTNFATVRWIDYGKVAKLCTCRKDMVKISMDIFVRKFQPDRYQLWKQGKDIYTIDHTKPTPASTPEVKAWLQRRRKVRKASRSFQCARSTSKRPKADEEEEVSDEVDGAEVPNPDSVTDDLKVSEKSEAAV
# The depositor's hits bear a star; · = not tested or not shown. Hits appear at their usual frequency (roughly 3.1% active in at least one column).
SMILES,PP1 counter,PP5 inh,ZTA DNA inh,HCV core dimer,EBNA-1 inh,Fh CTSL1 inh,TPT1 inh,Yeast superoxide,JMJD2C inh
CC(C)OC(=O)C(CC(=O)O)NCc1ccccc1 (configuration not stated),-2.5,2.4,0.2,7.1,8.3,1.3,-4.5,93.8,-3.4
COc1ccc(-c2cn(Cc3ccc(C(=O)NCc4ccc(C)cc4)cc3)c(C(C)N)n2)cc1 (configuration not stated),7.5,1.3,10.4,7.4,6.7,-2.6,-2.2,100.2,-7.2
CC(C)(C)NC(=O)C(c1ccccc1)N(C(=O)C1CSC(=O)C1)c1ccccc1 (configuration not stated),-4.0,0.9,-3.1,-0.5,-1.2,-2.9,0.9,85.1,-11.4
COc1ccc(-n2c(SCC#N)nnc2-c2cccnc2)cc1,4.4,-3.7,4.7,-282.4,-15.1,-4.3,6.0,129.1,-5.7
Cc1cc([N+](=O)[O-])nn1CC(=O)NCc1nc2ccccc2[nH]1,-6.3,0.3,4.9,1.3,3.6,-1.4,1.3,85.0,2.3
Cc1ccc2nc(NC(=O)c3ccccc3F)sc2c1,0.9,2.0,3.8,-1.9,3.6,4.7,-1.1,102.8,16.5
COC(=O)Nc1nc2ccc(C(=O)c3cccs3)cc2[nH]1,-13.2,1.4,7.6,-9.5,14.8,-3.2,1.5,111.1,-3.1
Cc1cc(OCC(=O)NCC2CCC(C(=O)O)CC2)c2c(C)cc(=O)oc2c1 (configuration not stated),-1.7,-2.7,12.2,3.3,-0.3,-2.5,-2.2,81.5,·
COc1ccc(OCc2nnc3n2N=C(c2ccc(C)cc2)CS3)cc1,-2.3,2.1,8.4,8.8,4.2,-0.1,1.9,106.4,19.9
O=C(NCC(c1ccco1)N1CCCC1)c1ccc(S(=O)(=O)Nc2ccc(F)cc2)cc1 (configuration not stated),-4.4,1.8,-11.8,·,·,·,·,75.4,10.3
O=C(NC1CCN(Cc2ccccc2)CC1)c1cc(Br)c(Br)[nH]1,-2.1,-0.5,-0.4,-2.1,14.8,0.9,-1.7,91.8,-29.8
COc1ccc(NC(=O)Nc2ccon2)c(OC)c1,-5.5,1.1,12.8,9.2,10.6,-4.7,16.7,111.4,9.5
O=C(NC1CCCCC1)c1ccc(N2CCCC2=O)cc1,-1.1,-1.5,9.4,1.1,0.5,-1.3,0.8,107.0,·
COc1ccc(Nc2nc(N3CCCCC3)c3ccccc3n2)cc1,21.2*,2.9,-13.4,-1.1,2.4,-0.6,-2.9,92.3,-38.7
CCOc1ccccc1NC(=O)CN(c1ccc(OC)cc1)S(=O)(=O)c1c(C)noc1C,-10.2,4.1,-5.5,4.3,-4.9,16.4,-1.0,97.7,3.1
O=C(NCC(O)c1ccc([N+](=O)[O-])cc1)C(c1ccccc1)c1ccccc1 (configuration not stated),-0.8,0.4,2.3,-0.2,1.8,-1.5,-4.9,101.9,14.3
COc1ccc2[nH]c(C(=O)Nc3ncc(C)cc3Br)cc2c1,-0.3,1.0,2.2,4.4,11.3,-0.1,-3.2,94.8,-15.4
CN1CCN(c2nc3c(c(=O)[nH]c(=O)n3C)n2Cc2ccc([N+](=O)[O-])cc2)CC1,-3.2,4.3,-1.5,-0.4,-8.9,1.4,-1.5,92.8,-1.5
COc1ccc(C(=O)N2CCN(c3ncccn3)CC2)cc1,5.1,1.3,-5.2,-0.1,4.1,-0.1,-5.5,96.0,1.8
c1ccc(CSCc2ccccc2)cc1,-2.1,2.0,-0.9,-3.5,4.6,-1.3,-1.8,94.9,·
N#Cc1cc2c(nc1SC1CC(=O)N(c3ccccc3)C1=O)CCC2 (configuration not stated),-4.6,5.6,0.6,-5.3,-9.3,-7.2,1.1,92.7,-13.1
COc1ccc2nc(NC(=O)c3ccc(F)cc3)sc2c1,1.0,1.3,18.9,-0.4,20.0,1.8,2.3,85.6,4.9
O=C(N/N=C/c1ccc2c(c1)OCO2)c1ccc(NC(=O)c2ccc(F)cc2)cc1,18.9*,3.9,-0.3,10.4,-1.9,-1.8,3.5,113.2,-0.1
CCOC(=O)N1CCC(NC(=O)C2CCCN(S(=O)(=O)c3cccnc3)C2)CC1 (configuration not stated),-0.3,-2.2,11.3,8.3,9.0,-2.1,-0.1,108.1,-1.1
CCOc1ccc(S(=O)(=O)N2CCOCC2)cc1NC(=O)CSCC(=O)Nc1ccc(C)cc1,4.4,2.1,-11.8,-8.5,-1.7,1.8,-2.4,98.2,-5.7
# Next part.
SMILES,PP1 counter,PP5 inh,ZTA DNA inh,HCV core dimer,EBNA-1 inh,Fh CTSL1 inh,TPT1 inh,Yeast superoxide,JMJD2C inh
CC(=O)NC(Cc1c[nH]c2ccccc12)C(=O)NCCc1ccccc1 (configuration not stated),4.7,-2.1,-3.4,4.2,2.5,-2.6,1.8,103.5,2.8
Cn1c2c(c(=O)n(C)c1=O)CN(CCN1CCNCC1)CN2,-1.8,-1.8,6.8,2.8,8.6,2.9,-2.2,101.9,-14.3
CCN(Cc1ccncc1)C(=O)C(CO)c1ccccc1 (configuration not stated),-2.0,1.6,7.5,-10.6,-8.6,-1.2,-0.4,112.5,1.4
O=[N+]([O-])c1ccc(Nc2nc(N/N=C\c3ccc4c(c3)OCO4)nc(N3CCCCC3)n2)cc1,9.3,1.7,-5.5,45.7,4.5,2.9,-0.6,104.5,-0.6
COc1ccc(N2CCN(S(=O)(=O)CCNC(=O)C3CC(=O)N(c4ccccc4)C3)CC2)cc1 (configuration not stated),0.9,1.7,-8.9,-2.2,1.7,-0.6,-1.2,85.3,2.5
O=C(O)c1[nH]c2ccccc2c1NS(=O)(=O)Cc1ccccc1,5.9,1.2,-11.0,-4.7,2.7,-2.4,3.0,95.7,-2.3
O=C(O)c1cc(S(=O)(=O)N2CCN(c3ccccn3)CC2)ccc1Cl,3.9,1.4,-5.5,0.0,6.7,-1.7,-0.5,106.2,-7.2
COc1ccc(-c2[nH]ncc2/C=C(/C#N)C(=O)NC2CCCCCC2)cc1,7.5,1.8,2.2,3.4,1.9,8.7,-1.0,88.8,5.8
CCN(CC(=O)Nc1ccccc1OC)CC(=O)Nc1ccccc1C(F)(F)F,-0.9,0.6,10.5,-0.2,4.2,3.3,-0.6,100.0,-15.9
O=C(NCc1cccs1)C(=O)NCC1OCCCN1S(=O)(=O)c1cc(F)ccc1F (configuration not stated),-8.8,1.6,-6.9,2.1,-7.0,-3.3,1.7,97.1,6.7
CN(C)c1cc(N/N=C/c2ccccc2C(F)(F)F)nc(N(C)C)n1,3.6,1.9,-11.7,-18.6,4.0,-1.0,-1.4,92.9,3.8
COc1ccc([N+](=O)[O-])cc1NC(=O)C(C)OC(=O)CC1CCCC1 (configuration not stated),3.2,3.1,-12.7,·,·,·,·,94.4,·
CCn1c(=O)c2cc(S(=O)(=O)NC3CCCCC3)ccc2n(CC)c1=O,-3.8,1.3,5.9,-3.7,3.5,3.1,-3.0,91.6,-1.9
Clc1ccc2oc(-c3cccnc3NCc3ccccc3)nc2c1,-3.0,2.2,-11.7,-4.0,-5.5,1.5,-1.6,105.1,-1.0
CCOC(=O)c1ccc(NC(=S)N2CCN(c3ccccn3)CC2)cc1,-8.8,0.3,21.7,-11.8,10.7,3.0,-2.0,100.3,21.6
COc1ccccc1Oc1ccc(N/C=C/C(=O)c2ccco2)cc1,-0.3,1.2,-15.4,32.7,-7.7,0.7,7.7,104.9,-21.6
Cc1cccn2cc(CCNS(=O)(=O)c3ccc([N+](=O)[O-])cc3)nc12,-5.6,0.1,-5.8,-12.8,-1.6,-1.1,0.6,106.0,35.1
O=C1CC(=O)N(Cc2cccs2)C(=O)N1,1.0,0.7,-2.4,-7.0,6.0,-2.2,62.0*,88.6,4.9
OCCC1CN(Cc2cccn2-c2cccnc2)CCN1C1CCCC1 (configuration not stated),-2.0,0.3,-3.3,-0.7,3.3,5.7,-6.3,109.7,67.9
CC(C)C(CCNC(=O)CC(Cc1ccccc1)c1ccco1)c1ccco1 (configuration not stated),3.8,2.0,-16.9,9.2,4.4,2.6,1.8,97.8,-0.8
CCN(CC)S(=O)(=O)c1ccc2[nH]cc(C(=O)NCCN3CCCCCC3)c(=O)c2c1,1.0,1.5,-14.8,0.4,-5.6,0.7,-0.2,95.9,7.3

# In the list so far, nine contain an NH in an aromatic ring.
SMILES,PP1 counter,PP5 inh,ZTA DNA inh,HCV core dimer,EBNA-1 inh,Fh CTSL1 inh,TPT1 inh,Yeast superoxide,JMJD2C inh
Cc1cc([N+](=O)[O-])nn1CC(=O)NCc1nc2ccccc2[nH]1,-6.3,0.3,4.9,1.3,3.6,-1.4,1.3,85.0,2.3
COC(=O)Nc1nc2ccc(C(=O)c3cccs3)cc2[nH]1,-13.2,1.4,7.6,-9.5,14.8,-3.2,1.5,111.1,-3.1
O=C(NC1CCN(Cc2ccccc2)CC1)c1cc(Br)c(Br)[nH]1,-2.1,-0.5,-0.4,-2.1,14.8,0.9,-1.7,91.8,-29.8
COc1ccc2[nH]c(C(=O)Nc3ncc(C)cc3Br)cc2c1,-0.3,1.0,2.2,4.4,11.3,-0.1,-3.2,94.8,-15.4
CN1CCN(c2nc3c(c(=O)[nH]c(=O)n3C)n2Cc2ccc([N+](=O)[O-])cc2)CC1,-3.2,4.3,-1.5,-0.4,-8.9,1.4,-1.5,92.8,-1.5
CC(=O)NC(Cc1c[nH]c2ccccc12)C(=O)NCCc1ccccc1 (configuration not stated),4.7,-2.1,-3.4,4.2,2.5,-2.6,1.8,103.5,2.8
O=C(O)c1[nH]c2ccccc2c1NS(=O)(=O)Cc1ccccc1,5.9,1.2,-11.0,-4.7,2.7,-2.4,3.0,95.7,-2.3
COc1ccc(-c2[nH]ncc2/C=C(/C#N)C(=O)NC2CCCCCC2)cc1,7.5,1.8,2.2,3.4,1.9,8.7,-1.0,88.8,5.8
CCN(CC)S(=O)(=O)c1ccc2[nH]cc(C(=O)NCCN3CCCCCC3)c(=O)c2c1,1.0,1.5,-14.8,0.4,-5.6,0.7,-0.2,95.9,7.3

# 2 entries from above, with tabs.
SMILES	PP1 counter	PP5 inh	ZTA DNA inh	HCV core dimer	EBNA-1 inh	Fh CTSL1 inh	TPT1 inh	Yeast superoxide	JMJD2C inh
CCN(CC)S(=O)(=O)c1ccc2[nH]cc(C(=O)NCCN3CCCCCC3)c(=O)c2c1	1.0	1.5	-14.8	0.4	-5.6	0.7	-0.2	95.9	7.3
OCCC1CN(Cc2cccn2-c2cccnc2)CCN1C1CCCC1 (configuration not stated)	-2.0	0.3	-3.3	-0.7	3.3	5.7	-6.3	109.7	67.9
